Compound activity from PubChem BioAssay.
PNC assembly inh: High Content Assay for Compounds that inhibit the Assembly of the Perinucleolar Compartment. PC3M PTB-GFP, PNC prevalence imaging, 16 h; stronger effect = lower value. 3.1% of 140,000 active. activity change (PNC), negative = inhibition, % at 10 µM;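 active = readout at or below -70, meaning at least 70% loss of cells showing the perinucleolar compartment, a nuclear body marking cancer cells; inconclusive = readout between -30 and a set limit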;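 also: plate controls were DMSO wells for no effect and camptothecin positive control wells for full effect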
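PC3M cells stably expressing PTB-GFP, 750–1000 cells/well, treated 16 h at 37 °C with compound (23 nl of library stock), in duplicate. After paraformaldehyde fixation and Hoechst stain, imaged at 20x; PNC prevalence scored by image analysis.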
ALOX15B inhib: qHTS Assay for Inhibitors of 15-hLO-2 (15-human lipoxygenase 2); AID 881, 2007; purified 15hLO-2, xylenol orange hydroperoxide absorbance; Potency, µM (highest dose often 57.1 µM), for inactives: at the highest dose activity change, negative = inhibition, actives largely listed as inhibitors; 0.56% of 110,000 active; Polyunsaturated fatty acid lipoxygenase ALOX15B (Homo sapiens), O15296; also: potency is read from the fitted curve at half-maximal effect; nearly all actives have a fitted effect of over 60% in size; many of its hits are not listed in these tables
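Screening format was qHTS against 50 nM purified 15hLO-2 in Hepes pH 7.5 with detergent. Activity follows hydroperoxide formation from 45 uM arachidonic acid, measured as 573:405 nm absorbance ratio of the ferric-xylenol orange complex.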
ALOX12 inhib: qHTS Assay for Inhibitors of 12-hLO (12-human lipoxygenase); Polyunsaturated fatty acid lipoxygenase ALOX12 (Homo sapiens), P18054; purified 12-hLO, xylenol orange hydroperoxide absorbance; Potency, µM (series often up to 57.1 µM), inactives show at the highest dose activity change, negative = inhibition, actives largely listed as inhibitors; 0.12% of 150,000 active; also: potency is read from the fitted curve at half-maximal effect; nearly all actives have a fitted effect of over 55% in size; many of its hits are not listed in these tables
Target sequence (P18054 whole entry, looked up): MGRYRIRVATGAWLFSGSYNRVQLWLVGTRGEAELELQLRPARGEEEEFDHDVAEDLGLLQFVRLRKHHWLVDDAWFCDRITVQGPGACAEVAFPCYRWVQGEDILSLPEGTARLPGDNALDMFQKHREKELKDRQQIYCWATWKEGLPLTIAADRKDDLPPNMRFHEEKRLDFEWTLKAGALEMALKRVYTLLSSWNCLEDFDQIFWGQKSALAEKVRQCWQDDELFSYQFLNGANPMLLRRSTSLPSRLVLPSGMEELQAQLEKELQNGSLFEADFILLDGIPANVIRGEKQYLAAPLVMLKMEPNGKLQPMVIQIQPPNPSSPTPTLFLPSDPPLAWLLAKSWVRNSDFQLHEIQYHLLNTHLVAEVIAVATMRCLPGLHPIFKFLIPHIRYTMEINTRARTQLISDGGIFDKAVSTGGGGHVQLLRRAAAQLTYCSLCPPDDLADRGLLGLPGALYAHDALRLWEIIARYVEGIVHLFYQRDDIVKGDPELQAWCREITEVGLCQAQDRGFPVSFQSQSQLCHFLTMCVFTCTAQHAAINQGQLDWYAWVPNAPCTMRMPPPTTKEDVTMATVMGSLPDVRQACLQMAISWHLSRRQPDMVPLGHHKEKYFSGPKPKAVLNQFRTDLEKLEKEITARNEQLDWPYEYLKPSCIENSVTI
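150 nM 12hLO, 25 mM Hepes pH 7.0 + 0.01% Triton X-100; cpd preinc 15 min RT; 40 uM arachidonic acid, 30 min RT; Fe-XO 30 min; A573/A405 ratio as read-out.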
IMPase cell inh: qHTS Assay for Identifying the Cell-Membrane Permeable IMPase Inhibitors; CHO-M1 cells, IP1 accumulation, HTRF TR-FRET ratio; inhibition (IP1 accumulation), % at 46.1 µM; 120,000 tested, under 10 active; active = well fitted curve in the direction sought with a large enough effect in the signal ratio, not every such curve was filed as active; inconclusive = small, poorly fitted or top-dose-only effect, or a change in a side signal; inactive = no such curve, though single readings can be large or run the other way; the % refers to the signal ratio;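 also: cells stimulated with carbachol in lithium chloride buffer; plate controls were DMSO basal wells for no effect and reference inhibitor wells for full effect; higher means more IMPase inhibition seen as more IP1 and lower FRET ratio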
Target sequence (P97697 whole entry, looked up): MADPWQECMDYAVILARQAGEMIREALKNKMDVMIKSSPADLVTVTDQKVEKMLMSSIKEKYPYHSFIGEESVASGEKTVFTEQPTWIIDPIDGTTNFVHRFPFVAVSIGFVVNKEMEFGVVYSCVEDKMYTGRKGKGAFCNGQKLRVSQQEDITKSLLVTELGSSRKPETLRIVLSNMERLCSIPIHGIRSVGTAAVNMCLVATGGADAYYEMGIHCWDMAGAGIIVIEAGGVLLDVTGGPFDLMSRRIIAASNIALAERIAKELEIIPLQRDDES
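In this qHTS, compounds (final up to 46 uM) act on CHO-M1 cells that are then activated through the M1 receptor with carbachol, in pH 7.4 buffer containing 50 mM LiCl, for 30 min. IP1 accumulation is quantified by the IP-One immunoassay.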
* marks the source's active call; other numbers are inactive results; u = inconclusive; x = no result given; [ ] = remark or other dose. Unless noted, calls follow the shape of the dose curve; as a rule, active = well fitted curve in the direction sought with a large enough effect; inconclusive = small, poorly fitted or top-dose-only effect, or another doubt; inactive = no such curve, though single readings can be large; an effect the other way counts as inactive or inconclusive. Unless noted, % is scaled to controls: 0 for no effect and ±100 for the full control effect.

SMILES	PNC assembly inh	ALOX15B inhib	ALOX12 inhib	IMPase cell inh
CCC(=O)N1CCc2cc(Br)cc(S(=O)(=O)CCC(=O)NCC3CCCO3)c21 (stereo not given)	-3.0	-5.6%	4.1%	-9.2
Cc1[nH]nc(N=CC2=C(O)CC(c3ccco3)CC2=O)c1-c1ccc(Cl)cc1 (stereo not given)	6.6	-0.4%	-0.2%	-6.9
CN(C(=O)CSc1ccccc1C(=O)O)C1CCCCC1	31.6	0.0%	9.0%	-5.7
O=C(Nc1nnc(-c2cccs2)o1)c1cc(-c2ccccc2)nc2ccccc12	29.8	x	-2.5%	x
CN(CC(=O)O)Cc1c[nH]c2ccccc12	x	2.4%[11.4 µM]	7.3%[11.4 µM]	x
O=C1C=C(O)c2ccccc2C1=O	x	-7.2%	-13.5%	x
Cc1cc(Nc2ccccc2)nc(NCc2ccccc2)n1	u	x	-9.2%	13.6
O=C(O)[C@@H]1CS[C@@]2(CCCN(Cc3ccccc3)C2)N1	x	-1.1%[11.4 µM]	1.9%[11.4 µM]	x
COC(=O)c1c(-c2cccs2)csc1NC(=O)CN1CCOCC1	42.3	-1.1%	3.5%	-2.8
Cc1ccc(N2C(N)=C(C#N)C(c3ccsc3)C3=C2CC(C)(C)CC3=O)cc1 (stereo not given)	32.2	-4.5%	-1.1%	8.3
Cc1ccc(C(=O)O)cc1NC(=S)NC(=O)Cc1ccccc1	-21.9	-21.6%	-2.7%	1.0
CC1Cc2ccccc2N1C(=O)CSc1nnc(-c2ccc(S(=O)(=O)N3CCCC3)cc2)o1 (stereo not given)	13.9	-2.9%	0.2%	-1.7
Cc1ccc(OC(=O)c2ccc3snnc3c2)cc1	92.2	7.4%	0.9%	1.2
O=S(=O)(NCc1cn2ccccc2n1)c1cc(F)ccc1F	-100.0*	x	-1.0%	0.8
CCOC(=O)c1cnn(-c2nc(OCC)cc(OCC)n2)c1C	-10.3	x	-0.3%	x
CCCC1Cc2c(sc3ncnc(N)c23)CO1 (stereo not given)	60.6	-4.9%	-0.1%	1.2
COc1ccc(C(=O)NCCn2ccc3ccccc32)c(OC)c1	22.8	14.0%	-9.6%	u
C=CCn1c(SCC(=O)Nc2cc(C)ccc2C)nnc1-c1cnccn1	9.5	-2.8%	-5.5%	-1.7
Cc1nc(C)c(-c2csc(NCc3ccccc3)n2)s1	16.6	10.6%	-2.8%	12.5
COc1ccc(C2C(C(=O)NCc3ccco3)CCC(=O)N2c2ccc(OC)cc2)cc1 (stereo not given)	-9.1	-0.8%	-0.5%	-5.6
COc1ccc(O)c(C=Nc2cc(C)on2)c1	13.1	3.4%	-0.7%	5.6
COc1ccc(C(=O)N2CCC3(CCN(C(=O)Nc4cccc(C#N)c4)CC3)CC2)cc1	x	5.6%	-0.4%	x
CCOC(=O)c1ccc(NS(=O)(=O)c2cc(-c3nnnn3CC)ccc2OC)cc1	-14.0	x	-8.6%	u
COc1cccc(/C=N/NC(=O)C(=O)NCc2ccco2)c1OC	-20.2	x	1.7%	x
CN1CCN(CCCCC(=O)c2ccccc2)CC1	u	-2.4%	4.4%	6.8
O=C(Nc1nnc(CCc2ccccc2)s1)c1ccco1	u	-6.2%	1.5%	-4.4
Cc1cc(OCC(=O)N2CCOCC2)ccc1NC(=O)C1CCCCC1	-9.2	-5.7%	-1.6%	-4.8
CCc1c(C)nc2cc(-c3ccc(OC)cc3)[nH]n2c1=O	2.3	5.8%	-4.3%	-6.3
COc1ccc(/C=N/NC(=O)/C(=C/c2ccccc2)CCO)cc1	17.6	x	3.8%	7.9
Cc1ccccc1-n1ncc2c(SCC(=O)N3c4ccccc4CC3C)ncnc21 (stereo not given)	17.3	-1.2%	-2.5%	3.7
COc1ccc(C2OCC3(COC(C)=O)C(C)C=C(C)C2C3C)cc1 (stereo not given)	x	4.6%	-2.7%	5.3
O=C(O)CSC1=NC(=Nc2ccc(Cl)cc2)C2(CCCCC2)N1c1cccc(C(=O)O)c1	-23.7	x	-1.6%	x
Nc1nc2ncc(=O)[nH]c2c(=O)[nH]1	x	-3.3%	9.1%	x
FC(F)(F)c1cc(-c2ccco2)nc(N2CCN(Cc3ccccc3)CC2)n1	69.8	19.5%	-1.2%	10.7
O=C1NC2(CCOc3ccccc32)C(=O)N1CC(=O)N(Cc1ccccc1)C1CCS(=O)(=O)C1 (stereo not given)	-25.6	5.1%	0.9%	1.5
CCOC(=O)CSc1nc(C)cc(=O)[nH]1	-9.3	0.3%	-0.5%	-8.5
CCOC(=O)CN(C(=O)CSc1nnc2c(n1)[nH]c1ccccc12)c1ccccc1	u	-6.9%	1.6%	-7.6
Fc1ccc(COc2ccccc2C(=S)N2CCCC2)cc1	-10.8	x	0.9%	x
CCOc1ccc(C(=S)N2CCOCC2)cc1OCC	u	-6.7%	-3.5%	-8.0
Cc1ccc(-c2noc(CCCC(=O)N3CCOCC3)n2)cc1	-25.3	0.2%	-3.8%	3.1
Cc1ccc(N2CCN(C(=O)c3ccccc3)CC2)c(C)c1	13.1	-2.9%	-3.8%	2.1
O=c1c2c(n3cnnc3n1-c1ccccc1)-c1ccccc1CC21CCCCC1	-12.7	-9.7%	-3.2%	-12.6
CC(Oc1cc(-c2ccccc2)cc2ccccc12)C(=O)N1CCOCC1 (stereo not given)	-27.6	-7.6%	-1.9%	-5.2
N#C/C(=C/c1ccccc1[N+](=O)[O-])c1nc(C2CC2)cs1	-17.5	x	-6.6%	13.3
CCOC(=O)C1CCN(C(=O)COc2ccc(Br)cc2)CC1	-96.9*	-4.2%	-4.4%	0.5
CCN(CC)C(=O)c1c(NC(=O)c2ccccc2)sc(C)c1C	-8.5	-9.2%	4.1%	-4.3
COc1cc(C(=O)N/N=C\c2ccccc2)c([N+](=O)[O-])c(OC)c1OC	163.2	x	-8.2%	u
COc1ccc(NC(=O)/C(C#N)=C\c2cc(C)n(-c3ccc4c(c3)OCO4)c2C)cc1	-123.8*	x	-1.8%	x
O=C(CSCc1ccccc1)N1CCN(c2cccc(C(F)(F)F)c2)CC1	11.2	-11.5%	-11.3%	-0.2
O=C(NCc1ccco1)C1CCCN(S(=O)(=O)c2ccccc2)C1 (stereo not given)	10.9	-2.6%	8.2%	3.8
(further entries)
SMILES	PNC assembly inh	ALOX15B inhib	ALOX12 inhib	IMPase cell inh
CCC(=O)Nc1nc2nc(C)cc(=O)n2[nH]1	1.7	1.5%	4.0%	-2.4
Cc1ccc2nc(SCc3cn4c(C)cc(C)nc4n3)[nH]c2c1	-21.4	x	0.9%	-4.5
COc1ccc(NC(=O)C2CCN(c3cc(-c4ccccc4)nc4ncnn34)CC2)cc1OC	19.6	0.4%	-4.0%	3.2
O=c1c(-c2ccc3c(c2)OCCO3)coc2cc(O)cc(O)c12	-29.5	3.5%	u	-3.7
Cc1ccc(S(=O)(=O)N2CCC(=O)N(C(CO)C(C)C)CC2)cc1 (stereo not given)	8.6	x	-3.9%	x
N#Cc1cccc(-c2nc(Nc3ccncc3)c3ccccc3n2)c1	x	34.5%[activator]	4.3%	x
Cc1ccc(S(=O)(=O)NCc2c(-c3ccccc3)c3cc(Cl)ccc3[nH]c2=O)cc1	-2.0	x	2.2%	x
Cc1ccc(/C=C/C(=O)c2c(C)cc(C)[nH]c2=O)cc1	7.9	-8.8%	1.0%	u
COc1cccc(C2=NOC(C(=O)N3CCN(Cc4ccccc4)CC3)C2)c1OC (stereo not given)	u	6.9%	4.9%	4.1
Cc1ccc(S(=O)(=O)N2CCN(C(C)C(=O)N3CCCc4ccccc43)CC2)cc1 (stereo not given)	59.8	1.7%	-5.0%	2.9

Shown as comma-separated lines: part of the list above.
compound,PNC assembly inh,ALOX15B inhib,ALOX12 inhib,IMPase cell inh
CCN(CC)C(=O)c1c(NC(=O)c2ccccc2)sc(C)c1C,-8.5,-9.2%,4.1%,-4.3
COc1cc(C(=O)N/N=C\c2ccccc2)c([N+](=O)[O-])c(OC)c1OC,163.2,x,-8.2%,u
COc1ccc(NC(=O)/C(C#N)=C\c2cc(C)n(-c3ccc4c(c3)OCO4)c2C)cc1,-123.8*,x,-1.8%,x
O=C(CSCc1ccccc1)N1CCN(c2cccc(C(F)(F)F)c2)CC1,11.2,-11.5%,-11.3%,-0.2
O=C(NCc1ccco1)C1CCCN(S(=O)(=O)c2ccccc2)C1 (stereo not given),10.9,-2.6%,8.2%,3.8
CCC(=O)Nc1nc2nc(C)cc(=O)n2[nH]1,1.7,1.5%,4.0%,-2.4
Cc1ccc2nc(SCc3cn4c(C)cc(C)nc4n3)[nH]c2c1,-21.4,x,0.9%,-4.5
COc1ccc(NC(=O)C2CCN(c3cc(-c4ccccc4)nc4ncnn34)CC2)cc1OC,19.6,0.4%,-4.0%,3.2
O=c1c(-c2ccc3c(c2)OCCO3)coc2cc(O)cc(O)c12,-29.5,3.5%,u,-3.7
Cc1ccc(S(=O)(=O)N2CCC(=O)N(C(CO)C(C)C)CC2)cc1 (stereo not given),8.6,x,-3.9%,x
N#Cc1cccc(-c2nc(Nc3ccncc3)c3ccccc3n2)c1,x,34.5%[activator],4.3%,x
Cc1ccc(S(=O)(=O)NCc2c(-c3ccccc3)c3cc(Cl)ccc3[nH]c2=O)cc1,-2.0,x,2.2%,x
Cc1ccc(/C=C/C(=O)c2c(C)cc(C)[nH]c2=O)cc1,7.9,-8.8%,1.0%,u
COc1cccc(C2=NOC(C(=O)N3CCN(Cc4ccccc4)CC3)C2)c1OC (stereo not given),u,6.9%,4.9%,4.1
Cc1ccc(S(=O)(=O)N2CCN(C(C)C(=O)N3CCCc4ccccc43)CC2)cc1 (stereo not given),59.8,1.7%,-5.0%,2.9

Other compounds follow.
SMILES	PNC assembly inh	ALOX15B inhib	ALOX12 inhib	IMPase cell inh
CCCOCCOC(=O)c1[nH]c2c(c1C)C(=O)CC(c1cc(OC)ccc1OC)C2 (stereo not given)	u	x	6.4%	-17.1
CN1CC(=O)N=C1N	x	18.6%	1.5%	x
COc1ccccc1-c1nnc2sc(-c3cnccn3)nn12	-19.6	-7.7%	-3.9%	12.1
C(=C/c1ccccc1)/c1ccccc1	x	-8.7%	1.9%	x
COc1cc(C(=O)N2CCC(O)(c3ccccc3)CC2)cc(OC)c1OC	6.7	-4.5%	21.8%	4.6
O=C(Nc1ccc2c(c1)OCO2)N1CCN(C(=O)C2CCCO2)CC1 (stereo not given)	-100.0*	x	5.7%	9.2
Cn1c(-c2ccc(F)cc2)cnc1NCc1cccc(F)c1	65.1	29.6%	-0.8%	10.0
O=[N+]([O-])c1ccc(N2CCN(c3ccc(O)cc3)CC2)c(Cl)c1	u	x	-25.1%	x
Cc1cccc(N2CCN(C(=O)Cc3cn(C)c4ccccc34)CC2)c1C	u	12.3%	-6.1%	-2.0
CC(=O)OC1C(=O)[C@@]2(C)C(O)CC3OC[C@]3(OC(C)=O)C2C(OC(=O)c2ccccc2)[C@]2(O)CC(OC(=O)C(O)C(NC(=O)c3ccccc3)c3ccccc3)C(C)=C1C2(C)C (stereo not given in full)	x	7.9%	0.1%	x
CC(=O)OCCc1c(C)nc2nc[nH]n2c1=O	-25.4	-3.2%	-5.0%	-0.9
COc1cc(C)nc(N2CCCC(C(=O)NC3CCC(C)CC3)C2)n1 (stereo not given)	-28.1	1.8%	-2.1%	5.9
Cc1csc(NC(=O)C(F)(F)F)n1	10.5	x	0.0%	x
CS(=O)(=O)N(CC(=O)N1CCCC1)c1cc(Cl)c(Cl)cc1Cl	-15.5	12.8%	0.7%	4.8
COc1ccc(/C=N/NC(=O)CCCOc2ccc(Cl)cc2Cl)cc1	-15.3	x	-0.8%	x
Cc1ccccc1NC(=O)COC(=O)/C=C/c1cccc(C(F)(F)F)c1	12.6	x	5.9%	x

Some of the compounds tested (hit frequency here may not be typical).
